Runt-SMMHC FRET = Runt domain-CBFb-SMMHC interaction inhibition; Cerulean-Runt/Venus-CBFb-SMMHC FRET ratio 530/480, 1 h; inhibition, % at 20 µM; 220,000 tested, 0.74% active;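 active = mean inhibition across duplicate retests at 20 µM reaching about 50%, limit read from the data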;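 note: 0% = DMSO wells and 100% = wells with excess untagged CBFb-SMMHC; inhibitors lower the FRET ratio by blocking Runt binding to CBFb-SMMHC; some results filed as inactive read as strong as hits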
TNF death inh = TNF-alpha cell death inhibition in Jurkat FADD-/- cells | 220,000 tested, 0.068% active | activation (protection from cell death), % at 10 µM | AID 463075 | Jurkat FADD-/- TNF necroptosis rescue, ATP luminescence, 24 h; 0 = TNF only, 100 = no-TNF cells;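 active = activation, meaning protection from cell death, of at least 50% relative to plate controls; inactive = activation below 50%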;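 note: necroptosis triggered by 40 ng/mL TNF-alpha added together with compound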
PERK inh = human PERK inhibition, primary cell-based screen. CHO PERK-DD fusion, SEAP luminescence translation reporter. inhibition, % at 5.6 µM. 220,000 tested, 0.17% active;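 active = inhibition above the mean inhibition of all tested compounds plus 3 SD, set separately per screening campaign, cut at about 2.9% in these data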;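 note: PERK kinase domain activated by AP20187 dimerizer at 100 nM; 0% = DMSO with dimerizer and 100% = rapamycin at 8.4 µM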
Runt-CBFb FRET = Runt domain-CBFb interaction inhibition. Q01196+Q13951. Cerulean-Runt/Venus-CBFb FRET ratio 530/480, 1 h. inhibition, % at 20 µM. 220,000 tested, 0.46% active;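 active = inhibition over about 50% at 20 µM in the single-dose screen, limit read from the data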;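 note: 0% = DMSO wells and 100% = excess unlabeled CBFb competitor control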
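Measured by: fluorescence energy transfer, 422 nm excitation, 530/480 nm emission; test system: Cerulean-tagged RUNX1 Runt domain (FRET donor) fusion protein; buffer or medium: Tris pH 7.5 buffer with BSA; compound: one dose, 20 µM compound, 1% DMSO; times: two 1 h room-temperature incubations shielded from light; benchmarks: unlabeled CBFb 5 µM, positive control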
RBBP9 inh = human RBBP9 hydrolase inhibition. recombinant RBBP9, FP-Rh probe fluorescence polarization. O75884. 220,000 tested, 0.2% active. inhibition, % at 7.94 µM. AID 1515;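 active = inhibition above the campaign mean of all tested compounds plus 3 SD, cut at about 14% in these data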;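 note: plate controls were DMSO wells with RBBP9 for no effect and wells lacking RBBP9 protein for full effect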
Target sequence (O75884 whole entry, looked up): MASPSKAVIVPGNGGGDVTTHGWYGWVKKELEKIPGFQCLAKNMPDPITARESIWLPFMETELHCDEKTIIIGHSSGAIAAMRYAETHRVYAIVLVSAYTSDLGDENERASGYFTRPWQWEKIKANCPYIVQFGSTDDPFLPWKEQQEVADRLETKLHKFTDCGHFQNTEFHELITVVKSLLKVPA
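System: RBBP9 protein | Quantity: 2.5 µM RBBP9 dispensing solution, before mixing | Reagent: FP-Rh probe, 375 nM dispensing solution | Timing: Enzyme-compound preincubation 30 min, then probe labeling 45 min, 25 °C | Measured by: Fluorescence polarization | Read-out: % inhibition | Replication: One well per compound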
zVAD death inh = L929 zVAD cell death inhibition | L929 zVAD necroptosis rescue, ATP luminescence, 24 h; with zVAD 60 µM | viability rescue, % at 10 µM | 220,000 tested, 0.38% active | AID 1377;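 active = activation, scaled between plate controls, above about 75%, limit read from the data; inactive = activation under that limit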;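 note: 0% = zVAD with DMSO and 100% = DMSO alone without zVAD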
EP2 modulator = modulates human prostaglandin E2 receptor EP2 signaling | EP2-expressing cells, cAMP HTRF FRET, PGE2 co-stimulation | AID 940 | induction, % at 25 µM | 260,000 tested, 0.83% active;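 active = compounds whose cAMP rise, as percent of the full-agonist control response, exceeds 60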;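 note: rat C6 glioma line stably carrying human EP2 under a CMV promoter; the protocol text gives 20 µM as final concentration; 100% = response of wells given 1 µM PGE2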
Target sequence (P43116 whole entry, looked up): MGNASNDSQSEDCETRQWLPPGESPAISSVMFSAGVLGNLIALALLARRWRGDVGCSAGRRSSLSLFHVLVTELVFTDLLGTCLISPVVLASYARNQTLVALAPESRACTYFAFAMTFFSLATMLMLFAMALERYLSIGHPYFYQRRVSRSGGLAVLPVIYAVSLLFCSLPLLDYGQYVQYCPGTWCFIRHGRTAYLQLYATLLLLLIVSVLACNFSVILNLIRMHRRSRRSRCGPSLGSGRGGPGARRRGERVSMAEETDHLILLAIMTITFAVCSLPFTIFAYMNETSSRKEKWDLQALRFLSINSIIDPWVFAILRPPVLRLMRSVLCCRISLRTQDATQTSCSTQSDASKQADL
PGE2 EP2 inh = blocks the human prostaglandin E2 receptor EP2. inhibition, % at 25 µM. 260,000 tested, 0.52% active. C6 glioma cells expressing human EP2, cAMP TR-FRET; cells stimulated with saturating PGE2. AID 1422;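 active = percent inhibition above 40 after rounding to a whole number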;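 note: rat C6 glioma host cells with rolipram phosphodiesterase inhibitor present; the protocol text gives 20 µM as final concentration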
Hck Nef HTS = blocks Nef-activated human Hck kinase; Recombinant Hck-YEEI plus Nef, Z-Lyte FRET kinase assay; AID 463187; 220,000 tested, 0.68% active; P08631; inhibition, % at 20 µM;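 active = Hck-Nef kinase inhibition above about 50%, limit read from the data; inactive = inhibition below that limit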;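 note: 0% = DMSO with Hck plus Nef and 100% = Hck alone without Nef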
Target sequence (P08631 whole entry, looked up): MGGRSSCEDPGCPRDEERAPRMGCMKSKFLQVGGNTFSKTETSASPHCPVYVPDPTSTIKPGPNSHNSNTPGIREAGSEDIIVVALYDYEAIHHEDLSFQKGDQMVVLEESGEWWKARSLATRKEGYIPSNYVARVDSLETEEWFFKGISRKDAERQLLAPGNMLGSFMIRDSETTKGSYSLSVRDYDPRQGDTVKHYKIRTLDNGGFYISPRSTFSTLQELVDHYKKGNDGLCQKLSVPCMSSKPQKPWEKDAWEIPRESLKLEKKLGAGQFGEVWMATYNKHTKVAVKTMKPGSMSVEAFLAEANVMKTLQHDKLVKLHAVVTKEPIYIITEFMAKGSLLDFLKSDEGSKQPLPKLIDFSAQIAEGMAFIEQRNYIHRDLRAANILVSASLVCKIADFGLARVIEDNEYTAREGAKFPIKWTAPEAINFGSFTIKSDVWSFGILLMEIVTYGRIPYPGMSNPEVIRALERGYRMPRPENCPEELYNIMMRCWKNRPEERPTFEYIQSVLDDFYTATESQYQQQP
Starred values were filed as active, the others as inactive; & = joins results of further samples. Not all compounds are listed (hit frequency here may not be typical).

How did O=C(Nc1cccc(O)c1)c1ccc(C(F)(F)F)cc1 do in these assays?
Runt-SMMHC FRET: -5; TNF death inh: -1.8; PERK inh: -0.2; Runt-CBFb FRET: 2; RBBP9 inh: 2; zVAD death inh: -0.1; EP2 modulator: -34; PGE2 EP2 inh: 5; Hck Nef HTS: 9

How did O=C(NNc1nc(-c2ccccc2)c2cc(Br)ccc2n1)c1ccc(S(=O)(=O)N2CCOCC2)cc1 do in these assays?
Runt-SMMHC FRET: 1; TNF death inh: 3.3; PERK inh: 1.1; Runt-CBFb FRET: -4; RBBP9 inh: 1; zVAD death inh: 0.5; EP2 modulator: 16; PGE2 EP2 inh: 4; Hck Nef HTS: 2

Results for Cc1ccnc(N/N=C/c2ccco2)n1 ?
Runt-SMMHC FRET: 1; TNF death inh: 2.7; PERK inh: 0.8; Runt-CBFb FRET: 6; RBBP9 inh: -11; zVAD death inh: 0.0; EP2 modulator: 11; PGE2 EP2 inh: 8; Hck Nef HTS: 3

How did Cc1ccc(N(C(=O)C(F)(F)F)C(C(=O)NC2CCCCC2)c2ccncc2)cc1C (stereo unspecified) do in these assays?
Runt-SMMHC FRET: 4; TNF death inh: 1.4; PERK inh: 1.3; Runt-CBFb FRET: -3; RBBP9 inh: -3; zVAD death inh: 0.3; EP2 modulator: -17; PGE2 EP2 inh: 13; Hck Nef HTS: 2

What do the screens show for `COCCNC(=S)NNC(=O)CSCc1ccc(Cl)cc1Cl`?
Runt-SMMHC FRET: 8; TNF death inh: -0.3; PERK inh: 0.9; Runt-CBFb FRET: 4; RBBP9 inh: 4; zVAD death inh: 0.0; EP2 modulator: 19; PGE2 EP2 inh: 10; Hck Nef HTS: -5

How did Cn1cnc2cc(NC(=O)c3ccc(Cl)cc3)ccc21 do in these assays?
Runt-SMMHC FRET: 1; TNF death inh: 1.6; PERK inh: 0.9; RBBP9 inh: -7; zVAD death inh: -0.9; EP2 modulator: -22; PGE2 EP2 inh: 9; Hck Nef HTS: 5

How did COCc1cc(C)n(CC(=O)Nc2cc(C)cc(C)c2)c(=O)c1C#N do in these assays?
Runt-SMMHC FRET: -2; TNF death inh: 2.5; PERK inh: 0.0; Runt-CBFb FRET: 0; RBBP9 inh: 1; zVAD death inh: 1.6; EP2 modulator: 1; PGE2 EP2 inh: 6; Hck Nef HTS: 20

What do the screens show for `C/C(=N\NS(=O)(=O)c1cccc([N+](=O)[O-])c1)c1cc2ccccc2o1`?
Runt-SMMHC FRET: -7; TNF death inh: -0.6; PERK inh: 1.0; Runt-CBFb FRET: 3; RBBP9 inh: -6; zVAD death inh: -1.0; EP2 modulator: 6; PGE2 EP2 inh: 2; Hck Nef HTS: 13

What do the screens show for `Cc1nc(-c2ccccc2Cl)sc1C(=O)/C=C/N(C)C`?
Runt-SMMHC FRET: -2; TNF death inh: -0.4; PERK inh: -0.2; Runt-CBFb FRET: -6; RBBP9 inh: 5; zVAD death inh: 1.9; EP2 modulator: 0; PGE2 EP2 inh: 7; Hck Nef HTS: 20

What do the screens show for `CC1CCCCN1C(=O)Cn1c(=O)n(C2CCCCC2)c(=O)c2ccccc21` (stereo unspecified)?
Runt-SMMHC FRET: 1; TNF death inh: 1.4; PERK inh: 0.9; Runt-CBFb FRET: 2; RBBP9 inh: 1; zVAD death inh: -0.3; EP2 modulator: 23; PGE2 EP2 inh: 13; Hck Nef HTS: 3

Results for CCOC(=O)COc1c(C(=O)OC)sc2ncccc12 ?
Runt-SMMHC FRET: -1; TNF death inh: -0.5; PERK inh: -0.5; Runt-CBFb FRET: -35; RBBP9 inh: -5; zVAD death inh: 1.0; EP2 modulator: 4; PGE2 EP2 inh: 2; Hck Nef HTS: 12

Results for CC(NC(=O)c1cc2c(s1)CCCC2)C(C)(C)C (stereo unspecified) ?
Runt-SMMHC FRET: 3; TNF death inh: 2.7; PERK inh: 0.8; Runt-CBFb FRET: 0; RBBP9 inh: -9; zVAD death inh: 1.0; EP2 modulator: -22; PGE2 EP2 inh: 6; Hck Nef HTS: 2

How did Cc1noc(C)c1COC(=O)c1ccccc1NC(=O)c1ccco1 do in these assays?
Runt-SMMHC FRET: -2; TNF death inh: -0.5; PERK inh: -1.0; Runt-CBFb FRET: 1; RBBP9 inh: -9; zVAD death inh: 3.2; EP2 modulator: 26; PGE2 EP2 inh: 7; Hck Nef HTS: 20

Results for O=C(N/N=C/c1ccc(Br)s1)Nc1ccccc1 ?
Runt-SMMHC FRET: -16; TNF death inh: 1.4; PERK inh: -0.1; Runt-CBFb FRET: -1; RBBP9 inh: -11; zVAD death inh: 3.8; EP2 modulator: -25; PGE2 EP2 inh: 7; Hck Nef HTS: 15

Results for CCCn1c(SCC(=O)Nc2cccc(C)n2)nc2c1c(=O)n(C)c(=O)n2C ?
Runt-SMMHC FRET: 0; TNF death inh: -0.6; PERK inh: 0.6; Runt-CBFb FRET: -1; RBBP9 inh: -1; zVAD death inh: 0.3; EP2 modulator: 3&-47; PGE2 EP2 inh: 11&1; Hck Nef HTS: 28

Results for CO/N=C(/CNC(=O)c1ccccc1Cl)c1ccc(Cl)cc1 ?
Runt-SMMHC FRET: -2; TNF death inh: -0.7; PERK inh: 0.0; RBBP9 inh: -5; zVAD death inh: 0.0; EP2 modulator: 13; Hck Nef HTS: 1

Results for COc1ccc2nc(N3CCCC(C(=O)NCCCN4CCN(C)CC4)C3)sc2c1 (stereo unspecified) ?
Runt-SMMHC FRET: 3; TNF death inh: -1.1; PERK inh: -0.7; Runt-CBFb FRET: 2; RBBP9 inh: 3; zVAD death inh: 1.5; EP2 modulator: 8; PGE2 EP2 inh: 12; Hck Nef HTS: 2

How did COc1cccc(C(=O)NN2C(=S)N(c3ccccc3)C(=O)C2CC(N)=O)c1 (stereo unspecified) do in these assays?
Runt-SMMHC FRET: -2; TNF death inh: 6.2; PERK inh: 0.6; Runt-CBFb FRET: 4; RBBP9 inh: 1; zVAD death inh: 0.0; EP2 modulator: 19; PGE2 EP2 inh: 12; Hck Nef HTS: 13

Results for COC(=O)c1ccccc1NS(=O)(=O)c1ccc(F)cc1 ?
Runt-SMMHC FRET: -2; TNF death inh: -1.9; PERK inh: 0.1; Runt-CBFb FRET: 0; RBBP9 inh: 8; zVAD death inh: -0.6; EP2 modulator: 17; PGE2 EP2 inh: 7; Hck Nef HTS: 7

Results for CCC(=O)N1N=C(c2ccccc2)CC1c1ccc([N+](=O)[O-])cc1 (stereo unspecified) ?
Runt-SMMHC FRET: -1; TNF death inh: 2.9; PERK inh: -1.2; Runt-CBFb FRET: 0; RBBP9 inh: -6; zVAD death inh: 0.0; EP2 modulator: 48; PGE2 EP2 inh: 12; Hck Nef HTS: 3

How did O=C(/C=C/c1ccccc1)N1CCN(c2c(Cl)cccc2[N+](=O)[O-])CC1 do in these assays?
Runt-SMMHC FRET: -1; TNF death inh: 2.2; PERK inh: -0.3; Runt-CBFb FRET: -3; RBBP9 inh: -1; zVAD death inh: 1.3; EP2 modulator: -37; PGE2 EP2 inh: 3; Hck Nef HTS: 13

How did COc1ccc(N2C(=O)C(O)C2c2ccc(C)cc2)cc1 (stereo unspecified) do in these assays?
Runt-SMMHC FRET: 2; TNF death inh: -0.1; PERK inh: 0.5; Runt-CBFb FRET: -3; RBBP9 inh: -4; zVAD death inh: 0.7; EP2 modulator: 23; PGE2 EP2 inh: 21; Hck Nef HTS: 1

Results for c1csc(Cn2c(-c3cccs3)nc3ccccc32)c1 ?
Runt-SMMHC FRET: 2; TNF death inh: -2.4; PERK inh: -1.2; Runt-CBFb FRET: 0; RBBP9 inh: -6; zVAD death inh: -0.2; EP2 modulator: 51; PGE2 EP2 inh: 11; Hck Nef HTS: 11

How did COc1ccc(OC)c(NC(=O)C23CCC(C)(C(=O)C2)C3(C)C)c1 (stereo unspecified) do in these assays?
Runt-SMMHC FRET: 5; TNF death inh: 1.2; PERK inh: 0.7; Runt-CBFb FRET: 1; RBBP9 inh: 7; zVAD death inh: 0.1; EP2 modulator: 4; PGE2 EP2 inh: 9; Hck Nef HTS: 13

Next part (2 carried over from the part before).
Results for c1csc(Cn2c(-c3cccs3)nc3ccccc32)c1 ?
Runt-SMMHC FRET: 2; TNF death inh: -2.4; PERK inh: -1.2; Runt-CBFb FRET: 0; RBBP9 inh: -6; zVAD death inh: -0.2; EP2 modulator: 51; PGE2 EP2 inh: 11; Hck Nef HTS: 11

How did COc1ccc(OC)c(NC(=O)C23CCC(C)(C(=O)C2)C3(C)C)c1 (stereo unspecified) do in these assays?
Runt-SMMHC FRET: 5; TNF death inh: 1.2; PERK inh: 0.7; Runt-CBFb FRET: 1; RBBP9 inh: 7; zVAD death inh: 0.1; EP2 modulator: 4; PGE2 EP2 inh: 9; Hck Nef HTS: 13

What do the screens show for `O=C(/C=C/Nc1ccc(F)cc1F)c1ccco1`?
Runt-SMMHC FRET: 3; TNF death inh: -5.7; PERK inh: 0.0; Runt-CBFb FRET: 0; RBBP9 inh: -7; zVAD death inh: -0.6; EP2 modulator: 5; PGE2 EP2 inh: 6; Hck Nef HTS: 20

How did Cc1ccc(-c2nnc(SCC(=O)Nc3ccccc3N3CCOCC3)o2)cc1 do in these assays?
Runt-SMMHC FRET: 2; TNF death inh: -2.2; PERK inh: -0.2; Runt-CBFb FRET: -1; RBBP9 inh: -2; zVAD death inh: 0.0; EP2 modulator: -21; PGE2 EP2 inh: 2; Hck Nef HTS: 7

What do the screens show for `Nc1c2c3c(sc2nc(=O)n1N)CCCC3`?
Runt-SMMHC FRET: 1; TNF death inh: 0.7; PERK inh: 0.6; Runt-CBFb FRET: 0; RBBP9 inh: -3; zVAD death inh: 26; EP2 modulator: -3; PGE2 EP2 inh: 8; Hck Nef HTS: 19

What do the screens show for `O=C(CNS(=O)(=O)c1ccc2ccccc2c1)NCCc1ccccn1`?
Runt-SMMHC FRET: 0; TNF death inh: 1.8; PERK inh: 0.4; Runt-CBFb FRET: -1; RBBP9 inh: -6; zVAD death inh: 0.9; EP2 modulator: -5; PGE2 EP2 inh: 7; Hck Nef HTS: 17

How did COc1ccc(-n2nnnc2SCC(=O)NCc2ccco2)cc1OC do in these assays?
Runt-SMMHC FRET: 3; TNF death inh: -2.9; PERK inh: -0.1; Runt-CBFb FRET: -3; RBBP9 inh: -3; zVAD death inh: 0.0; EP2 modulator: 20&-5; PGE2 EP2 inh: 7&5; Hck Nef HTS: 1

How did COc1ccc(Cc2c(O)nc(SCC(=O)NC(C)(C)C)[nH]c2=O)cc1 do in these assays?
Runt-SMMHC FRET: -6; TNF death inh: -0.8; PERK inh: 0.8; Runt-CBFb FRET: 43; RBBP9 inh: -9; zVAD death inh: 4.7; EP2 modulator: 30; PGE2 EP2 inh: 7; Hck Nef HTS: 22

Screens from PubChem BioAssay.
